Compound activity: PubChem BioAssay, several laboratories
NPY1 pot ag: potentiates or activates human NPY-Y1 receptor | P25929 | NPY-Y1 expressing cells, potentiator/agonist activation | activation, % at 3.6 µM | 0.37% of 220,000 active; in the data active means activation above about 33%, passing the limit was not always enough;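 further: cells stimulated with NPY at EC10 then isoproterenol at EC100; 0% = low agonist plus stimulus and 100% = saturating agonist plus stimulus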
Runt-SMMHC FRET: Runt domain-CBFb-SMMHC interaction inhibition. Cerulean-Runt/Venus-CBFb-SMMHC FRET ratio 530/480, 1 h. 0.74% of 220,000 active. inhibition, % at 20 µM. Q01196+Q13951;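 active means mean inhibition across duplicate retests at 20 µM reaching about 50%, limit read from the data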;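 further: 0% = DMSO wells and 100% = wells with excess untagged CBFb-SMMHC; inhibitors lower the FRET ratio by blocking Runt binding to CBFb-SMMHC; some results filed as inactive read as strong as hits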
Target sequence (Q01196 whole entry, looked up, the tested form may be a part): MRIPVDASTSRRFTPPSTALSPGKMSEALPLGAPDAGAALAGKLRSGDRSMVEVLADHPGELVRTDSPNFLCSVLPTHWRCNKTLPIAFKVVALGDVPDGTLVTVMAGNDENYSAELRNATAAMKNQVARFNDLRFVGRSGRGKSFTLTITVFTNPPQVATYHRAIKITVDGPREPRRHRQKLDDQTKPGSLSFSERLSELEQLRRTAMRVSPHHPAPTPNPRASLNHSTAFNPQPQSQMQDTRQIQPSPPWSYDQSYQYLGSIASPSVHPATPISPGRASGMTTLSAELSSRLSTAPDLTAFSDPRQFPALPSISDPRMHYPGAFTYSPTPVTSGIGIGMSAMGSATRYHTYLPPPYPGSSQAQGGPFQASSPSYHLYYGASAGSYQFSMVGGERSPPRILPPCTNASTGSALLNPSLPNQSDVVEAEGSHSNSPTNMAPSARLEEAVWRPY
Target sequence (Q13951 whole entry, looked up, the tested form may be a part): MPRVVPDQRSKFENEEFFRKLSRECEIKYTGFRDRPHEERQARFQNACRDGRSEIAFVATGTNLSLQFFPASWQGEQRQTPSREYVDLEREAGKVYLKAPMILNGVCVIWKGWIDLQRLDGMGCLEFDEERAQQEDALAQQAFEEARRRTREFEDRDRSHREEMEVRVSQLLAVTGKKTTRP
Hck-Nef inh: blocks Nef-activated human Hck kinase. Recombinant Hck-YEEI plus Nef, Z-Lyte FRET kinase assay. P08631. AID 463187. inhibition, % at 20 µM. 0.68% of 220,000 active;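 active means Hck-Nef kinase inhibition above about 50%, limit read from the data; inactive means inhibition below that limit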;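 further: 0% = DMSO with Hck plus Nef and 100% = Hck alone without Nef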
MDM2 E3 inh: blocks human Mdm2 ubiquitin ligase activity; 0.11% of 210,000 active; signal enhancement, % at 5 µM; AID 1230; cell-based MDM2 ubiquitination luciferase reporter, 2 h; 0 = plate control, 100 = twice control, blank-subtracted; Q00987;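 active means signal enhancement of 30% or more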;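 further: luminescence tracks abundance of the self-degrading MDM2-luciferase fusion protein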
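System: stable MDM2–luciferase fusion reporter cells / Input: 2000 cells seeded into each well / Schedule: 4 h settle plus 2 h compound, 37 °C / Compound: single-point 5 µM / Buffer or medium: cells held in DMEM / Benchmarks: control and blank well means / Evaluation: percent signal gain over controls, blank-subtracted / Measured by: luciferase luminescence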
NPY-Y2 PAM-ag: potentiators or agonists of human neuropeptide Y receptor Y2; P49146; 0.45% of 220,000 active; cells expressing NPY-Y2, potentiator/agonist read-out; AID 1359; activation, % at 3.6 µM; in the data active means activation above about 27%;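 further: cells stimulated with NPY near EC25 plus isoproterenol at EC100; 0% = vehicle plus submaximal agonist and 100% = vehicle plus saturating agonist; some results beyond the cut were filed as inactive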
Target sequence (P49146 whole entry, looked up): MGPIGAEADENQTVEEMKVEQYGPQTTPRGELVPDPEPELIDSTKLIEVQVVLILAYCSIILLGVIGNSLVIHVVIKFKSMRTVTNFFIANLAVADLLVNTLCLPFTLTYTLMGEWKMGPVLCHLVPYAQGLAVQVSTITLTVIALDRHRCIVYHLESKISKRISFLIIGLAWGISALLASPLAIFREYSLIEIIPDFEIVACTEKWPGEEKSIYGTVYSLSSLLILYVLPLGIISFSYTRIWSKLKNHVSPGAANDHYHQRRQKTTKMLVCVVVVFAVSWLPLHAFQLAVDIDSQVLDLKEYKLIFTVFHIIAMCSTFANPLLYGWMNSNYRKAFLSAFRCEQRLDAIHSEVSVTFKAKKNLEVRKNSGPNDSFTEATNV
Runt-CBFb FRET: Runt domain-CBFb interaction inhibition. Q01196+Q13951. AID 1496. 0.46% of 220,000 active. Cerulean-Runt/Venus-CBFb FRET ratio 530/480, 1 h. inhibition, % at 20 µM;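 active means inhibition over about 50% at 20 µM in the single-dose screen, limit read from the data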;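 further: 0% = DMSO wells and 100% = excess unlabeled CBFb competitor control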
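System: Cerulean-labeled Runt domain protein | Quantity: 100 nM of each labeled protein | Schedule: 1 h compound exposure, room temperature | Detection: Fluorescence energy transfer, 422 nm excitation, 530/480 nm emission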
RBBP9 inh: inhibitors of human serine hydrolase RBBP9. O75884. AID 1515. inhibition, % at 7.94 µM. 0.2% of 220,000 active. recombinant RBBP9, FP-Rh probe fluorescence polarization;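 active means inhibition above the campaign mean of all tested compounds plus 3 SD, cut at about 14% in these data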;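 further: plate controls were DMSO wells with RBBP9 for no effect and wells lacking RBBP9 protein for full effect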
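Test system: recombinant human RBBP9. Quantity: 2.5 µM RBBP9 dispensing solution, before mixing. Detection: FP readout at 525/598 nm. Reagent: Serine-hydrolase probe FP-Rh, 375 nM pre-mixing. Measure: % inhibition. Control set: DMSO-treated enzyme wells and wells lacking RBBP9. Buffer or medium: Tris-NaCl-Pluronic buffer, pH 8.0. Times: preincubation 30 min plus labeling 45 min at 25 °C.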
NPY-Y1 antag: NPY-Y1 (human) receptor antagonism; P25929; inhibition, % at 3.6 µM; 1% of 200,000 active; HEK293-CNG Y1 cells, membrane potential fluorescence; NPY at EC95, then isoproterenol;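 active means inhibition above the campaign mean inhibition of all tested compounds plus 3 SD, cut at about 20% in these data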;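 further: 0% = DMSO wells given NPY plus isoproterenol and 100% = isoproterenol alone without NPY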
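Benchmarks – high control isoproterenol alone, low control NPY with isoproterenol · Material – HEK293 Y1/CNG channel cell line · Times – dye 3 h, compound 60 min room temperature, stimulation 45 min · Probe or stimulus – NPY (25 nM), isoproterenol (1 µM), Ro 20-1724 (25 µM) · Evaluation – % inhibition of NPY effect · Signal – fluorescence, membrane potential probe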
p97 ATPase inh: human p97 ATPase inhibition. inhibition, % at 8 µM. AID 1481. 0.42% of 220,000 active. P55072. recombinant p97 ATPase, Kinase-Glo ATP luminescence, 3 h; in the data active means inhibition above about 15%;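 further: 0% = DMSO vehicle and 100% = wells lacking enzyme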
Starred values were filed as active, the others as inactive; . = not tested or not shown. Compounds as they come; any-hit rate near 3.5%.

SMILES	RBBP9 inh	p97 ATPase inh	MDM2 E3 inh	Runt-SMMHC FRET	NPY-Y2 PAM-ag	Runt-CBFb FRET	NPY1 pot ag	NPY-Y1 antag	Hck-Nef inh
Cc1cc(N2CCN(c3ccccc3)CC2)nc(-c2ccccc2O)n1	-6.5	0.6	-16.2	-2.6	-7.5	0.8	-2.9	9.6	2.6
COc1ccc(OC)c(NC(=O)C(Sc2ccccc2)c2ccccc2)c1 (centres undefined)	3.4	-6.0	-4.2	-1.3	-22.9	-0.4	-11.2	14.1	-0.7
CCCCCCCn1ccc(=N)cc1	1.4	4.2	-36.7	9.4	-5.6	-6.7	-11.4	2.7	-2.1
CCOc1ccc(NS(=O)(=O)c2ccc(NC(C)=O)c(OC)c2)cc1	-8.2	1.4	-8.3	4.6	-2.4	3.3	4.3	-5.6	2.1
Cc1cccnc1NC(=O)Nc1ccccc1	-6.5	-1.0	.	-0.2	-5.3	-1.2	16.9	.	23.4
Cc1ccc(/C=C2\C(=O)Nc3ccccc32)o1	-4.3	8.0	-13.8	27.4	-1.0	25.1	-12.4	-0.3	7.1
CCc1nc2c(cnn2-c2ccc(Cl)cc2)c(=O)n1-c1ccc(OC)cc1	7.1	5.9	-16.7	-1.3	-3.8	-6.1	12.9	-0.8	1.8
O=C(/C=C\c1cn(-c2ccccc2)nc1-c1ccccc1)Nc1nccs1	-7.2	3.6	.	-9.4	6.8	-2.4	-5.5	1.9	5.5
O=C(NCc1ccc2c(c1)OCO2)C1CCN(c2nccc(C(F)(F)F)n2)CC1	-2.7	1.1	4.7	1.3	-18.7	-1.3	-26.2	.	18.7
COc1ccccc1NC(=O)CSc1nnnn1-c1ccc(C)cc1	-9.8	-11.4	10.9	5.7	-5.3	-2.7	-22.3	-2.0	-8.1
COC(=O)C1=C(O)/C(=C\c2ccc(CNC(=O)C(=O)Nc3ccc(C)cc3)o2)N=C1C	0.9	-1.3	9.3	-4.3	-8.4	8.4	-9.0	3.7	2.6
Cc1ccc(S(=O)(=O)N2CC(O)CC2C(=O)Nc2ccc3c(c2)CCC3)cc1 (centres undefined)	-0.2	4.2	-25.8	0.7	5.7	-0.7	8.1	-0.8	6.1
COc1ccccc1C(=O)N1CCC(N2CCN(c3ccccc3OC)CC2)CC1	-2.7	3.6	-18.1	2.6	-21.1	2.7	4.7	.	5.8
CC(=O)Oc1cccc(N2C(=O)c3ccc(C(=O)Nc4cccnc4)cc3C2=O)c1	-9.8	3.3	-8.0	1.7	-0.9	1.6	1.8	-2.1	25.2
Cc1nc(C(C)N(C)Cc2nc(-c3ccc4c(c3)OCO4)no2)c(C)s1 (centres undefined)	9.8	-2.4	-13.9	-6.5	-21.9	-1.3	-0.5	7.1	6.6
O=C(COc1ccccc1F)NCC(c1ccco1)N1CCCC1 (centres undefined)	-4.5	4.5	-0.1	2.5	7.3	1.8	-3.9	2.0	20.6
Cc1[nH]c2ccc(F)cc2c1CCN(Cc1cccnc1)C(=S)Nc1ccc(F)cc1	3.8	1.8	-4.9	-5.4	-11.2	0.7	14.1	-6.9	23.1
CCN(CC)CCCN1C(=O)C(=O)/C(=C(/O)c2ccc3c(c2)OCO3)C1c1ccccn1 (centres undefined)	3.6	3.6	.	.	6.7	.	1.9	3.2	1.2
Cc1cc[n+]2cc(-c3cccc([N+](=O)[O-])c3)c(-c3cccc([N+](=O)[O-])c3)cc2c1	4.4	0.2	-62.2	5.6	-4.6	0.2	-12.9	0.4	2.8
N#Cc1c(-c2ccc(F)cc2)cc(-c2cccnc2)nc1N	-4.7	-0.1	-24.3	15.2	1.2	4.0	5.1	6.0	1.4

Continued, starting with the last 2 of the part before.
SMILES	RBBP9 inh	p97 ATPase inh	MDM2 E3 inh	Runt-SMMHC FRET	NPY-Y2 PAM-ag	Runt-CBFb FRET	NPY1 pot ag	NPY-Y1 antag	Hck-Nef inh
Cc1cc[n+]2cc(-c3cccc([N+](=O)[O-])c3)c(-c3cccc([N+](=O)[O-])c3)cc2c1	4.4	0.2	-62.2	5.6	-4.6	0.2	-12.9	0.4	2.8
N#Cc1c(-c2ccc(F)cc2)cc(-c2cccnc2)nc1N	-4.7	-0.1	-24.3	15.2	1.2	4.0	5.1	6.0	1.4
COc1ccc(Cl)cc1NC(=O)Cn1c(=O)n2nc(C)nc2c2ccccc21	-7.1	-1.5	-6.8	-1.1	5.5	0.2	3.3	-7.4	0.1
COc1ccc(-c2[nH]ncc2CN2CCC(OCc3ccccn3)CC2)c(F)c1	-9.6	0.4	9.5	2.6	-7.3	0.2	3.3	.	13.6
O=C(Nc1cccc(Cl)c1)c1ccc(Cn2cc(Cl)cn2)cc1	-11.7	-2.7	-15.5	2.2	1.0	-2.5	-14.2	-0.3	2.8
N/C(Cc1ccc(Cl)cc1Cl)=N\OC(=O)c1ccccc1F	1.5	-2.2	-11.0	2.2	-6.3	0.5	-10.1	3.8	-21.8
CCn1c(CNC(=O)Cc2ccc(OC)cc2)nnc1SCC(=O)c1ccccc1	-13.5	1.6	-9.3	2.8	-0.1	8.7	-0.6	2.4	14.4
CN(C)C(=O)c1cc(C(=O)c2ccc(C(F)(F)F)cc2F)c[nH]1	-3.4	-1.2	-5.5	0.2	4.0	-2.3	-4.0	0.0	22.7
COc1ccc(CNC(=O)c2cccc(NC(=O)c3ccccc3)c2)cc1	-9.7	-0.1	-6.2	.	-8.9	.	-5.8	1.5	19.0
CC(C)Sc1nnc([C@@H]2CCCN2C(=O)OC(C)(C)C)o1	-4.3	-0.3	-16.0	0.6	0.5	-0.7	-16.2	-1.1	0.0
O=C1CCc2cc(S(=O)(=O)NC(Cc3ccccc3)C(=O)NCCC3=CCCCC3)ccc2N1 (centres undefined)	0.5	5.7	-17.8	3.6	-6.4	-0.4	-11.6	-0.7	0.6
CCOc1ccc(C(CCc2ccccc2)NC(=O)c2ccccc2OC)cc1OCC (centres undefined)	-7.3	-3.1	-9.3	-6.0	-28.9	-3.1	-22.3	8.9	3.0
COc1ccc(N2Cc3ccccc3C2=NC(=O)c2ccc(C)cc2)cc1OC	-2.9	0.0	-12.5	0.6	-2.6	0.0	-10.1	0.6	19.2
Cc1ccc(NC(=O)CSc2ncc(-c3ccccc3)n2C(=O)c2ccccc2)cc1	-11.1	-0.4	-5.7	4.5	-12.1	0.3	-33.7	5.4	1.5
CC(C)(C)OC(=O)NCCC(=O)N/N=C/c1ccc2ncccc2c1	-11.1	-0.1	-5.9	-75.4	-7.7	-1.1	-5.1	.	15.0
O=C(C1CCC1)N1CCc2cc(S(=O)(=O)N3CCCCC3)ccc21	-1.4	1.8	-30.7	2.4	1.8	1.4	-18.3	7.4	0.3
O=S(=O)(Nc1nc2ccccc2nc1NCc1ccco1)c1ccc(Cl)cc1	7.2	6.2	1.8	-3.2	10.2	1.3	14.3	-5.2	1.3
CCCCCCOC(=O)C(C#N)c1nc2ccccc2nc1N1CCN(CC)CC1 (centres undefined)	-4.3	-1.6	-2.5	15.1	19.1	12.3	3.8	4.5	0.8
CC(C)=C1C2C=CC1C(C(=O)Nc1cc(C)ccc1C)C2C(=O)O (centres undefined)	-2.3	2.0	-3.5	-1.2	0.6	-1.5	15.2	0.3	-0.6
O=C(Nc1ccccc1-c1nnn(CC(=O)N2CCOCC2)n1)c1ccc(F)cc1	-4.7	5.6	-17.4	-1.6	1.2	-0.9	16.1	1.4	15.3
CCCC(=O)NCc1ccccc1Cl	-11.3	12.6	-6.7	-1.6	-7.4	-2.3	7.4	0.0	15.0
COc1ccc(CCNC(=O)CC2Oc3ccc(Cl)cc3NC2=O)cc1OC (centres undefined)	-6.3	3.2	-8.0	0.3	-7.1	-0.2	-4.0	1.8	0.3
COc1ccc(/C=N/NC(=O)C(Cc2c[nH]c3ccccc23)NC(=O)OCC(C)C)cc1[N+](=O)[O-] (centres undefined)	-13.6	-4.9	-6.5	9.0	-26.5	-0.4	-66.0	35.2*	-1.4
COc1ccccc1NS(=O)(=O)c1ccc(C(N)=O)cc1	2.8	-1.9	-1.0	1.8	-24.9	-1.4	1.3	1.3	3.5
CCn1nc(C)c(/C=N/NC(=O)c2nc3nc(C)cc(C)n3n2)c1C	-2.1	7.1	-11.7	-1.9	-0.4	0.3	17.1	.	4.9
COc1ccc(-n2c(Cc3ccccc3)nnc2SCC(=O)N2CCCc3ccccc32)cc1	-6.1	-8.3	-0.6	3.7	-6.0	-3.6	-3.4	6.5	-7.2
CCc1cc2c(-n3nc(C)cc3C)ncnc2s1	-7.7	-3.8	12.9	2.2	-15.9	-0.8	-18.6	2.9	4.9
S=C(c1ccc2c(c1)OCO2)N1CCCCC1	-3.5	2.3	-43.8	-1.5	-0.5	0.8	-11.1	1.2	-1.3
CCOC(=O)c1sc(C)c(C(N)=O)c1NC1=NCCCCC1	-5.1	-2.1	-14.2	-0.3	11.8	-2.8	15.6	3.5	3.3
c1ccc(Cn2nnnc2C(c2ccccc2)N2CCN(c3nc4ccccc4s3)CC2)cc1 (centres undefined)	5.4	4.8	-16.1	-1.0	14.1	-0.5	9.8	0.7	5.3
CCNC(=O)CC1C(=O)N(CC)C(=S)N1NC(=O)c1ccc(Cl)cc1 (centres undefined)	-7.1	3.1	-7.0	5.6	-5.2	-0.5	5.5	2.6	1.8
COCCn1c(SCC(=O)N2CCC(C)CC2)nc2ccccc2c1=O	-3.1	-5.5	-6.4	-1.0	-9.8	0.0	8.5	6.3	-1.6
O=C(NCCNc1ccc([N+](=O)[O-])cc1)c1cccc(Br)c1	-8.8	0.8	4.2	-8.2	-3.8	-5.0	-11.8	-0.8	3.8
CN(C)Cc1ccccc1C1(O)c2ccccc2CSc2ccccc21 (centres undefined)	-11.2	-7.5	4.2	-1.7	-12.9	-0.6	-38.4	7.4	-1.7
COc1ccc(OC)c(C2C3=C(COC3=O)Nc3cc4c(cc32)OCO4)c1 (centres undefined)	-8.0	2.4	-68.3	-1.8	-21.1	-0.7	-14.7	5.0	1.1
CN1CCN(S(=O)(=O)c2ccc(NC(=S)NC(=O)C(C)(C)C)cc2)CC1	-3.5	6.7	-0.3	-1.2	-1.3	2.0	9.6	-0.5	22.1
